From PubChem BioAssay
Growth percent in the NCI-60 one-dose screen (48 h, 10 µM unless noted): 100 = growth as untreated, 0 = no growth, -100 = all killed.
HCC-2998: HCC-2998 colon cancer | AID 1794799 | 79,000 compounds, 4.7% hits
OVCAR-3: OVCAR-3 ovarian cancer | 79,000 compounds, 7% hits | AID 1794787
OVCAR-8: OVCAR-8 ovarian cancer | 81,000 compounds, 4.4% hits
DU-145: DU-145 prostate cancer; 81,000 compounds, 4.2% hits
PC-3: PC-3 prostate cancer cells; AID 1794754; 80,000 compounds, 3.9% hits
SW-620: SW-620 colon cancer; 82,000 compounds, 5.2% hits; AID 1794795
KM12: KM12 colon cancer cells | AID 1794800 | 82,000 compounds, 5% hits
OVCAR-4: OVCAR-4 ovarian cancer cells; 80,000 compounds, 3.7% hits; AID 1794784
OVCAR-5: OVCAR-5 ovarian cancer; 82,000 compounds, 2.9% hits
Active calls of the source: *; . = not tested or not shown. Rule for the calls: active = growth percent below 10; inactive = the rest.

SMILES | HCC-2998 | OVCAR-3 | OVCAR-8 | DU-145 | PC-3 | SW-620 | KM12 | OVCAR-4 | OVCAR-5
O=C(CSc1cc[n+](CCCCCCF)c2ccccc12)n1ccc2ccccc21 | 106 | 94 | 93 | 103 | 88 | 92 | 92 | 85 | 96
CC(C)c1ccc(C2=C/C(=C\c3ccc(Br)cc3)C(=O)N2CCc2ccc(S(N)(=O)=O)cc2)cc1 | 109 | 116 | 98 | 113 | 108 | 113 | 100 | 117 | 105
COc1cnccc1-c1nc2ccc3[nH]ncc3c2c2c1CCC2 | 96 | 107 | 85 | 95 | 101 | 99 | 60 | 107 | 95
O=C(NC(=S)Nc1cccc(F)c1)c1cccc([N+](=O)[O-])c1 | 99 | 108 | 91 | 107 | 92 | 105 | 103 | 93 | 105
CCCCc1nc(Cl)c(C2C(C#N)=C(N)Oc3n[nH]c(CCC)c32)[nH]1 (stereo not drawn) | 117 | 116 | 108 | 109 | 109 | 117 | 108 | 111 | 116
N#Cc1c(-c2cccc(Cl)c2)cc(-c2ccc3ccccc3c2)[nH]c1=O | 106 | 105 | 100 | 97 | 101 | . | 97 | 94 | 111
CC1CN(CCCO)CCN1 (stereo not drawn) | 112 | 118 | 102 | 114 | 71 | 107 | 124 | 107 | 83
CCN(CC)CCCC(C)Nc1ncnc2cc(Cl)ccc12 (stereo not drawn) | 95 | 102 | 101 | 116 | 93 | 106 | 103 | 108 | 102
CC(CN1CCN(C)CC1)CN1c2ccccc2Sc2ccc(C(F)(F)F)cc21 (stereo not drawn) | -17* | 43 | 72 | 62 | 31 | 23 | 31 | 54 | 68
O=C(Nc1cccc2ccccc12)c1ccco1 | 101 | 113 | 100 | 122 | 88 | 104 | 117 | 102 | 113
Cc1ccc(S(=O)(=O)NNC(=O)/C(=C\c2ccc(Cl)cc2)c2nc3ccccc3s2)cc1 | 103 | 96 | 88 | 101 | 90 | 94 | 97 | 94 | 110
COc1ccc(N=Nc2c(N)nn3c(-c4ccc(OC)c(OC)c4)c4c(N)c(C#N)c(N)nc4nc23)cc1 | 99 | 95 | 96 | 101 | 89 | 98 | 91 | 96 | 100
C=CC(O)CCC (stereo not drawn) | 113 | 113 | 101 | 112 | 90 | 101 | 109 | 96 | 103
CCN(c1cc(-c2ccc(CN3CCN(C(=O)CCCCCCCCCC(=O)N[C@H](C(=O)N4C[C@H](O)C[C@H]4C(=O)NCc4ccc(-c5scnc5C)cc4)C(C)(C)C)CC3)cc2)cc(C(=O)NCc2c(C)cc(C)[nH]c2=O)c1C)C1CCOCC1 | 108 | 110 | 105 | 111 | 103 | 99 | 100 | 95 | 118
O=C(/C=C/c1ccncc1)c1cc(Cl)ccc1O | 111 | 110 | 103 | 112 | . | 95 | 101 | 94 | 103
C=C(C)[C@@H]1CC[C@]2(COC3CCCCO3)CC[C@]3(C)[C@H](CC[C@@H]4[C@@]5(C)C=C(C=O)C(=O)C(C)(C)[C@@H]5CC[C@]43C)[C@@H]12 (stereo partly drawn) | -59* | -65* | -39* | -94* | -58* | -38* | -10* | -35* | -19*
CC(C)(C)OC(=O)Nc1ccc(C=O)c2cccnc12 | 95 | 110 | 96 | 112 | 86 | 99 | 111 | 104 | 112
OCCCCCCNc1ncnc2cc(Cl)ccc12 | 106 | 92 | 94 | 104 | 81 | 103 | 100 | 76 | 119
O=C1CCC(NNC(=O)c2ccccc2)N1 (stereo not drawn) | 86 | 111 | 115 | 107 | 102 | 109 | 99 | 108 | 96
Cc1ccc(N2CCN(C(=S)c3ccc4c(c3)OCO4)CC2)cc1 | 117 | 116 | 94 | 109 | 95 | 105 | 106 | 95 | 113
N#CCC(=O)Nc1nc2ccccc2nc1Cl | 118 | 100 | 98 | 105 | 103 | 108 | 100 | 86 | 99
CN(C)CC1CCCCCC(CN(C)C)C1=O (stereo not drawn) | 117 | -13* | 80 | 16 | 87 | -64* | 102 | 79 | 146
COc1ccc(/C=C2/OC(=O)C(C(C)=O)=C2O)cc1 | 105 | 108 | 99 | 109 | 93 | 99 | 100 | 94 | 91
COC(=O)COc1ccc(Cl)cc1 | 109 | 123 | 113 | 116 | 95 | 101 | 113 | 132 | 96
COc1ccc(/C=C2\C(=O)N=C3N2NC(C#N)(C/C=C/c2ccccc2)C(=O)N3c2ccccc2)cc1 (stereo not drawn) | 107 | 93 | 97 | 98 | 94 | 99 | 101 | 94 | 106

Given as a markdown table: entries from further up
| canonical_smiles | HCC-2998 | OVCAR-3 | OVCAR-8 | DU-145 | PC-3 | SW-620 | KM12 | OVCAR-4 | OVCAR-5 |
| --- | --- | --- | --- | --- | --- | --- | --- | --- | --- |
| Cc1ccc(N2CCN(C(=S)c3ccc4c(c3)OCO4)CC2)cc1 | 117 | 116 | 94 | 109 | 95 | 105 | 106 | 95 | 113 |
| CCN(c1cc(-c2ccc(CN3CCN(C(=O)CCCCCCCCCC(=O)N[C@H](C(=O)N4C[C@H](O)C[C@H]4C(=O)NCc4ccc(-c5scnc5C)cc4)C(C)(C)C)CC3)cc2)cc(C(=O)NCc2c(C)cc(C)[nH]c2=O)c1C)C1CCOCC1 | 108 | 110 | 105 | 111 | 103 | 99 | 100 | 95 | 118 |

(cont.)
SMILES | HCC-2998 | OVCAR-3 | OVCAR-8 | DU-145 | PC-3 | SW-620 | KM12 | OVCAR-4 | OVCAR-5
CC(C)OC(=O)Oc1cccs1 | 102 | 119 | 101 | 113 | 103 | 119 | 108 | 105 | 104
COCCn1cc(-c2nc(-c3cccnc3)cs2)c2cc(Br)ccc21 | 88 | 90 | 91 | 85 | . | 86 | 57 | 94 | .
COc1ccc(Oc2nc(Nc3ccc(N4CCCCC4)nc3)ncc2NC(=O)c2cc(OC)cc(OC)c2)cc1 | 66 | 6.8* | 57 | 41 | 36 | 31 | 20 | 57 | 77
CN1C(=O)CCC1C(=O)NNc1ccccc1 (stereo not drawn) | 100 | 102 | 102 | 102 | 94 | 102 | 93 | 99 | 101
CC(=O)Nc1nc(C)c(C(=O)N/N=C/c2ccco2)s1 | 88 | 108 | 97 | 110 | 100 | 99 | 104 | 108 | 100
CC(=O)Nc1ccc(C(N)=S)cc1 | 104 | 108 | 93 | 110 | 88 | 105 | 108 | 113 | 118
Nc1nc(Cc2ccccc2)cc(-c2cc(Cc3ccccc3)nc(N)n2)n1 | 114 | 115 | 102 | 105 | 102 | 103 | 105 | 99 | 105
COc1cc(-c2cc(-c3cccc(OCC(=O)O)c3)[nH]c(=O)c2C#N)ccc1O | 117 | 116 | 102 | 104 | 97 | . | 102 | 94 | 108
C[C@@H]1NC(=O)[C@H](Cc2ccccc2)N(Cc2cccs2)C1=O | 94 | 113 | 99 | 106 | 85 | 104 | 104 | 102 | 103
Cc1ccc(NC(=S)N/N=C/c2c(-c3ccc(S(C)(=O)=O)cc3)nc3ccccn23)cc1 | 96 | 122 | 73 | 83 | 78 | 94 | 77 | 76 | 98
Cn1c([N+](=O)[O-])cnc1/C=C1\Oc2cc(O)ccc2C1=O | 96 | 96 | 76 | 87 | 106 | 96 | 91 | 105 | 106
O=c1ccc(=O)n(-c2ccccc2)[nH]1 | 106 | 114 | 101 | 109 | 95 | 106 | 106 | 128 | 111
N#CCSc1nc2ccccc2c(=O)n1CCc1ccc(S(N)(=O)=O)cc1 | 106 | 104 | 102 | 102 | 104 | 109 | 100 | 92 | 104
CC(=O)OCC(OC(C)=O)C(OC(C)=O)C(OC(C)=O)C(OC(C)=O)C(/C=N/Nc1ccccc1)=N/Nc1ccccc1 (stereo not drawn) | 91 | 72 | 64 | 78 | 56 | 50 | 45 | 83 | 96
N=c1ccccn1CCO | 95 | 121 | 104 | 125 | 93 | 114 | 112 | 122 | 99
Cc1cccc(-c2nc(N(C)c3ccc4ncsc4c3)c3ccccc3n2)n1 | 84 | 63 | 91 | 94 | 45 | 58 | 55 | 86 | 108
COc1ccc(-c2nnc(COc3ccc(NC(=O)Nc4cccc(C(F)(F)F)c4)cc3F)o2)cc1 | 51 | 57 | 49 | 72 | 46 | 54 | 24 | 61 | 82
CC(=O)CC1(O)C(=O)c2cccc3cccc1c23 (stereo not drawn) | 106 | 109 | 102 | 107 | 94 | 94 | 110 | 102 | 112
COc1ccc(/C=C2\CN(C(=O)C(Cl)Cl)C/C(=C\c3ccc(OC)cc3)C2=O)cc1 | -77* | -75* | 19 | -11* | -8.1* | -42* | -70* | 3.7* | 9.6*
O=C1CC(=O)N(c2cn3c(-c4ccccc4)csc3n2)N1 | 103 | 99 | 90 | 106 | 76 | 107 | 101 | 81 | 104
CCN1C(=O)[C@@H]2[C@H](C1=O)[C@@H]1c3ccccc3C=NN1[C@H]2C(N)=O | 108 | 114 | 101 | 110 | 102 | 105 | 102 | 114 | 93
O=CN(SSN(C=O)C1CCCCC1)C1CCCCC1 | 116 | 107 | 104 | 115 | 103 | 92 | 104 | 101 | 113
COC(=O)c1cc(=O)n2[nH]c(Nc3ccccc3)c(-c3nc4ccccc4s3)c2n1 | 100 | 103 | 95 | 103 | 80 | 103 | 91 | 101 | 96
Nc1ccccc1C1CCCCC1 | 106 | 103 | 105 | 103 | 116 | 104 | 101 | 99 | 107
CSc1nc(N)c2cn[nH]c2n1 | 97 | 103 | 102 | 121 | 94 | 109 | 117 | 101 | 100
COc1cccc(C(=O)Nc2cccc(-c3cc(=O)c4ccccc4o3)c2)c1OC | 111 | 113 | 97 | 97 | 102 | 104 | 103 | 105 | 108
COc1ccc2[nH]c(=O)c(/C=C/C(=O)c3ccccc3OC)cc2c1 | 23 | 8.2* | 1.2* | 11 | 22 | 8.4* | 4.4* | 51 | 12
c1ccc(N=N/C(=N/Nc2ccccc2)c2ccccc2)cc1 | 95 | 73 | 103 | 103 | 90 | 97 | 88 | 28 | 103
O=C(O)c1ccc(-c2nn(-c3ccc(C(=O)O)cc3)cc2/C=N/NC(=O)c2ccccc2O)cc1 | 110 | 114 | 101 | 108 | 99 | 97 | 105 | 102 | 92
C/C=C/C(=O)OCCOc1ccc(Cl)cc1Cl | 86 | . | 103 | 113 | 104 | 107 | 113 | 104 | 106

Gathered by group, those above with a carbonyl joined to an NH by a bond outside any ring.
SMILES | HCC-2998 | OVCAR-3 | OVCAR-8 | DU-145 | PC-3 | SW-620 | KM12 | OVCAR-4 | OVCAR-5
O=C(NC(=S)Nc1cccc(F)c1)c1cccc([N+](=O)[O-])c1 | 99 | 108 | 91 | 107 | 92 | 105 | 103 | 93 | 105
O=C(Nc1cccc2ccccc12)c1ccco1 | 101 | 113 | 100 | 122 | 88 | 104 | 117 | 102 | 113
Cc1ccc(S(=O)(=O)NNC(=O)/C(=C\c2ccc(Cl)cc2)c2nc3ccccc3s2)cc1 | 103 | 96 | 88 | 101 | 90 | 94 | 97 | 94 | 110
CCN(c1cc(-c2ccc(CN3CCN(C(=O)CCCCCCCCCC(=O)N[C@H](C(=O)N4C[C@H](O)C[C@H]4C(=O)NCc4ccc(-c5scnc5C)cc4)C(C)(C)C)CC3)cc2)cc(C(=O)NCc2c(C)cc(C)[nH]c2=O)c1C)C1CCOCC1 | 108 | 110 | 105 | 111 | 103 | 99 | 100 | 95 | 118
CC(C)(C)OC(=O)Nc1ccc(C=O)c2cccnc12 | 95 | 110 | 96 | 112 | 86 | 99 | 111 | 104 | 112
O=C1CCC(NNC(=O)c2ccccc2)N1 (stereo not drawn) | 86 | 111 | 115 | 107 | 102 | 109 | 99 | 108 | 96
N#CCC(=O)Nc1nc2ccccc2nc1Cl | 118 | 100 | 98 | 105 | 103 | 108 | 100 | 86 | 99
COc1ccc(Oc2nc(Nc3ccc(N4CCCCC4)nc3)ncc2NC(=O)c2cc(OC)cc(OC)c2)cc1 | 66 | 6.8* | 57 | 41 | 36 | 31 | 20 | 57 | 77
CN1C(=O)CCC1C(=O)NNc1ccccc1 (stereo not drawn) | 100 | 102 | 102 | 102 | 94 | 102 | 93 | 99 | 101
CC(=O)Nc1nc(C)c(C(=O)N/N=C/c2ccco2)s1 | 88 | 108 | 97 | 110 | 100 | 99 | 104 | 108 | 100
CC(=O)Nc1ccc(C(N)=S)cc1 | 104 | 108 | 93 | 110 | 88 | 105 | 108 | 113 | 118
COc1ccc(-c2nnc(COc3ccc(NC(=O)Nc4cccc(C(F)(F)F)c4)cc3F)o2)cc1 | 51 | 57 | 49 | 72 | 46 | 54 | 24 | 61 | 82
CCN1C(=O)[C@@H]2[C@H](C1=O)[C@@H]1c3ccccc3C=NN1[C@H]2C(N)=O | 108 | 114 | 101 | 110 | 102 | 105 | 102 | 114 | 93
COc1cccc(C(=O)Nc2cccc(-c3cc(=O)c4ccccc4o3)c2)c1OC | 111 | 113 | 97 | 97 | 102 | 104 | 103 | 105 | 108
O=C(O)c1ccc(-c2nn(-c3ccc(C(=O)O)cc3)cc2/C=N/NC(=O)c2ccccc2O)cc1 | 110 | 114 | 101 | 108 | 99 | 97 | 105 | 102 | 92

Compounds were not picked by outcome; overall some 10% were active at least once.
